Screening data: PubChem, Vanderbilt High Throughput Screening Facility
DAT uptake mod = changed hDAT dopamine uptake under cocaine IC80, either direction, primary screen, cocaine antagonist project, cell-based, LLC-PK1 hDAT, [14C]-dopamine uptake, MLSMR; Sodium-dependent dopamine transporter (Homo sapiens), Q01959; LLC-PK1 hDAT cells, [14C]-dopamine uptake with cocaine IC80; actives deviate in either direction; B-score at 10 µM; hit rate 1.3% among 110,000; AID 449768, 2010;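 active = Z score or B-score, a plate-position-corrected score, falls beyond the plate's 99.7% confidence bounds, in either direction; inactive = both scores lie inside the 99.7% bounds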;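 note: scored against the spread of the other compound wells on the same plate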
Target sequence (Q01959 whole entry, looked up): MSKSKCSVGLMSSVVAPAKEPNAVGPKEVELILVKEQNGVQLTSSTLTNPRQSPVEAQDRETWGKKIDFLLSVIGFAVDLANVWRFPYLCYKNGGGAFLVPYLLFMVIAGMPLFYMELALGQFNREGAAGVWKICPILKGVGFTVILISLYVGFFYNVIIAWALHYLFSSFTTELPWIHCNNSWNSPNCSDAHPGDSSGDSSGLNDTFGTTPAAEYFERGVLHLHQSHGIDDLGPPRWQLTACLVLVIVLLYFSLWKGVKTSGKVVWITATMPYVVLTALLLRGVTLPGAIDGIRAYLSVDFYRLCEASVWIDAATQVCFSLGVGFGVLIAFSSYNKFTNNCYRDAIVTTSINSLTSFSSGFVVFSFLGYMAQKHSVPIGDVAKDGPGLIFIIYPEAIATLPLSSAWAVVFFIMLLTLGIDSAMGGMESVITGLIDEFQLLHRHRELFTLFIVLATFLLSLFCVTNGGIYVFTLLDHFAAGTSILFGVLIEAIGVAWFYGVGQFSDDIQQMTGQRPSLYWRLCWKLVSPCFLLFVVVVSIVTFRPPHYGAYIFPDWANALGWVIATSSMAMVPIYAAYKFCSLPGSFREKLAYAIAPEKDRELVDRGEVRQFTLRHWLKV
Starred values were filed as active, the others as inactive; & = joins results of further samples. This is a subset. The share of hits here may be higher or lower than overall.

DAT uptake mod | Structure
0.27 | Cc1nn(-c2ccccc2)c2sc(C(=O)n3cccn3)cc12
0.049 | COc1ccc(C2/C=C\CN(C(=O)c3ccccc3)CC(=O)N2Cc2ccc(F)cc2)cc1 (stereo not drawn)
-1.6 | COc1ccc(C2CC(=O)Oc3cc(O)cc(O)c32)cc1 (stereo not drawn)
-0.74&-0.68 | CCCN[C@H]1CCc2nc(N)sc2C1
0.17 | CN(C)/C=N/c1cc(=O)[nH]c(=O)n1CC1CC1
0.67 | C=CC(C)(C)c1[nH]cnc1/C=C1\NC(=O)C(C(C)C)NC1=O (stereo not drawn)
1.6 | Cc1ccc(Nc2nc(NCCO)nc(N3CCCC3)n2)cc1
-0.48 | CCOC(=O)C1=C(C)N(CCC(=O)O)C(=O)NC1c1ccccc1Cl (stereo not drawn)
1.1 | O=C(C1=C[C@H](c2ccc(C(F)(F)F)cc2)C[C@H](OCCCCO)O1)N1CCN(Cc2ccc3c(c2)OCO3)CC1
0.2 | COc1ccc(-n2nnc3c(=O)n(CC(=O)N4CCCCC4)cnc32)cc1
1.2 | CCOC(=O)c1sc2nc(-c3ccco3)c3c(c2c1N)CC(C)(C)OC3
-0.045 | NCCCC[C@@H]1NC(=O)c2cc([N+](=O)[O-])cc(I)c2SC[C@@H](C(=O)NCC(N)=O)NC(=O)CNC1=O
-0.034 | Cc1nnc(Sc2nc3c(c(=O)[nH]c(=O)n3C)n2CCc2ccccc2)s1
-0.28 | COc1cc2c(cc1OC)[C@H](Cc1ccc(O)cc1)NCC2
0.56 | C[C@@H]1C=C[C@](Cc2ccccc2)(C(=O)NCC2CC2)N1C(=O)c1ccccc1
-0.42 | C[C@@H]1O[C@@H](O[C@H]2[C@H](Oc3cc(O)c4c(c3)O[C@H](c3ccc(O)cc3)CC4=O)O[C@H](CO)[C@@H](O)[C@@H]2O)[C@H](O)[C@H](O)[C@H]1O
-0.031 | CCOC(=O)c1ccc(NC(=O)C23CCC(C)(C(=O)O2)C3(C)C)cc1 (stereo not drawn)
0.068 | COc1ccc(C(c2nnnn2Cc2ccccc2)N2CCN(c3ccccc3)CC2)cc1 (stereo not drawn)
0.3 | Cc1nnc(SCc2nnc(-c3ccc(Cl)cc3)o2)n1-c1ccccc1
0.42 | O=C(Nc1ccc(N2CCCC2)c(Cl)c1)c1ccco1
-0.11 | CC(C)(C)OC(=O)N1CCC2(CC1)Oc1ccc(F)cc1C(=O)C21CC(c2ccc(Cl)cc2)=NO1 (stereo not drawn)
-1.4 | C#CCOCCOCCOCCNc1nc(N2CCN(C(=O)C([C@@H](C)CC)n3cc(C(N)CO)nn3)CC2)nc(N2CCN(C(=O)[C@H](CCC(=O)O)n3cc(C(N)[C@H](C)CC)nn3)CC2)n1 (stereo partly drawn)
0.16 | C=CCN1C=CC(=O)CC1
0.19 | CCCCNC(=O)c1onc(CSc2ccc(F)c(F)c2)c1C(=O)NCCCC
0.053 | CC1(C)O[C@@H]2[C@@H](CO[C@@]3(COS(N)(=O)=O)OC(C)(C)O[C@@H]23)O1
-0.19 | Cn1c2c(c(=O)n(C)c1=O)C(c1ccc(C(F)(F)F)cc1)CC(=O)N2 (stereo not drawn)
0.21 | COc1ccc(C2/C=C\CN(CC3CC3)CC(=O)N2Cc2ccc(F)cc2)cc1 (stereo not drawn)
-0.15 | C=CCNC(=O)c1ccc2c3n(nc2c1)-c1ccc(C)cc1CO3
-0.23 | Cc1ccc(Cn2c(C(C)Nc3nc(-c4ccc(F)cc4)cs3)nc3cc(C(F)(F)F)ccc32)cc1 (stereo not drawn)
-0.17 | C[C@H]1CCC[C@@]2(O[C@H](CCO)C[C@H](O)[C@H]2O)O1

Reprinted from the part before: five entries; new compounds follow.
DAT uptake mod | Structure
-0.19 | Cn1c2c(c(=O)n(C)c1=O)C(c1ccc(C(F)(F)F)cc1)CC(=O)N2 (stereo not drawn)
0.21 | COc1ccc(C2/C=C\CN(CC3CC3)CC(=O)N2Cc2ccc(F)cc2)cc1 (stereo not drawn)
-0.15 | C=CCNC(=O)c1ccc2c3n(nc2c1)-c1ccc(C)cc1CO3
-0.23 | Cc1ccc(Cn2c(C(C)Nc3nc(-c4ccc(F)cc4)cs3)nc3cc(C(F)(F)F)ccc32)cc1 (stereo not drawn)
-0.17 | C[C@H]1CCC[C@@]2(O[C@H](CCO)C[C@H](O)[C@H]2O)O1
-0.53 | CC1(OC(=O)CCc2ccccc2)C(=O)C=C2C=C(c3ccsc3)OC=C2C1=O (stereo not drawn)
-0.39 | COc1ncccc1-c1nnn(-c2ccc(Cl)nc2)n1
-1 | Cn1c(=O)oc2cc(S(=O)(=O)N3CCN(c4ccccn4)CC3)ccc21
0.54 | CC(=O)Cc1nsc(NC(=O)c2ccc(-c3ccc(Cl)c(C(F)(F)F)c3)o2)n1
0.96 | C=C1CCN([C@H](C(=O)NCc2ccco2)C(C)C)S(=O)(=O)c2ccccc21
1.1 | NC(=O)CC(NC(=O)Cc1cccc2ccccc12)c1ccc(NC2CCC2)c([N+](=O)[O-])c1 (stereo not drawn)
-0.033 | CC(=O)N1CC=CC1(C)C(=O)O (stereo not drawn)
1.6 | COc1ccc([C@H]2/C=C\CN(C(=O)[C@H](Cc3ccccc3)NC(=O)OCC3c4ccccc4-c4ccccc43)CC(=O)N2Cc2ccc(F)cc2)cc1
1.8 | O=C(NCc1ccccc1)C1=C[C@@H](c2ccc(C(F)(F)F)cc2)C[C@@H](OCCCCO)O1
-0.39 | C#CCOCCOCCOCCNc1nc(N2CCOCC2)nc(N2CCN(C(=O)[C@H](C)n3cc(CCCN=C(N)N)nn3)CC2)n1
0.34 | Cc1ccc(-c2cc(=O)c3ccc(F)cc3[nH]2)cc1
-0.031 | CC(=O)c1ccc(-c2ccc([C@H]3[C@H]4C=CC[C@@H](C)[C@@H]4C(=O)N3Cc3ccccc3)c(F)c2)cc1
-0.01 | C[C@@H]1CC=C[C@H]2[C@H]1C(=O)N(Cc1ccccc1)[C@H]2c1ccc2ccccc2c1Br
-0.56 | COc1ccc(-c2cccc(C3CC=CC4C3C(=O)N(Cc3ccccc3)C4c3ccc(C(F)(F)F)cc3)c2)cc1 (stereo not drawn)
-0.9 | CC(C)Nc1ccc(C(CC(N)=O)NC(=O)c2ccc(Br)cc2)cc1[N+](=O)[O-] (stereo not drawn)
-0.51 | Cc1c(C(=O)NCc2ccc3c(c2)cc(C)n3C)cccc1[N+](=O)[O-]
-0.41 | CCOC(=O)C1=C(C)N(CCCC(=O)O)C(=O)NC1c1ccc(Br)cc1 (stereo not drawn)
-0.58 | Cc1c(O)cc2c(c1O)C(=O)CC(c1ccccc1)O2 (stereo not drawn)
-0.7 | COc1ccc2[nH]c(=O)c(-c3nnn(-c4ccc(Cl)nc4)n3)cc2c1
2 | COc1ccc(C(CC(=O)N2CCCC2)c2c(OC)cc(OC)c3ccc(=O)oc23)cc1 (stereo not drawn)
-1.5 | CNC(=O)c1[nH]cnc1C(=O)N[C@@H](C)C(=O)OC(C)(C)C
0.98 | Cc1[nH]ccc(=O)c1OC1OC(CO)C(O)C(O)C1O (stereo not drawn)
-0.25 | COc1ccc(CCNC(=O)C2CC3Cn4c(nc5ccccc54)C3N2C)cc1 (stereo not drawn)
1.1 | O=C(C1=C[C@@H](c2csc3ccccc23)C[C@@H](OCc2ccc(CO)cc2)O1)N1CCOCC1
-0.18 | COC(=O)c1cccc(C23CC4(C2)[C@H](CN(Cc2ccc(-c5ccccc5)cc2)[C@@H]4c2ccccc2)C3c2ccc(Cl)nc2)c1 (stereo partly drawn)
-0.014 | C#CCNC(=O)C1=C[C@H](c2ccc(C(F)(F)F)cc2)C[C@H](OCc2ccc(CO)cc2)O1
0.68 | CCCCCC(=O)Nc1cccc(C2=NOC3(C2)C[C@H](C(N)=O)N(C(=O)c2ccccc2)C3)c1 (stereo partly drawn)
-0.2 | C#CCNC(=O)C1=C[C@@H](c2ccccc2)[C@H](CCCO)[C@@H](OCC)O1
0.78 | CC(C(=O)O)c1ccc(N2Cc3ccccc3C2=O)cc1 (stereo not drawn)
0.27 | COc1cc(O)c(C(CCN2CCCC(C)C2)c2ccc3c(c2)OCO3)c(OC)c1 (stereo not drawn)

Ordered by SMILES length (high to low): three of the compounds above
DAT uptake mod | Structure
-0.53 | CC1(OC(=O)CCc2ccccc2)C(=O)C=C2C=C(c3ccsc3)OC=C2C1=O (stereo not drawn)
-0.51 | Cc1c(C(=O)NCc2ccc3c(c2)cc(C)n3C)cccc1[N+](=O)[O-]
0.98 | Cc1[nH]ccc(=O)c1OC1OC(CO)C(O)C(O)C1O (stereo not drawn)

Later entries.
DAT uptake mod | Structure
0.67 | Cc1ccc2oc3c(c(=O)c2c1)C(c1cccc(Cl)c1)N(CCCN1CCOCC1)C3=O (stereo not drawn)
0.64 | COC(=O)C1=C(C(=O)OC)[C@@H]2N(C)c3ccc(OC)cc3[C@@]23C[C@@H](C(=O)OC)N(C(=O)CC(C)C)C3=N1
-0.24 | O=C1CC2(CCCC2)Oc2ccccc21
-0.46 | O=C1OCCN1C(=O)[C@H]1[C@H](c2ccc(F)cc2)C(c2ccc(F)cc2)=NN1c1ccc(Br)cc1
-1.2 | O=C(Nc1ccc(O)c2c(=O)cc(-c3cccc(Cl)c3)oc12)c1ccc(F)cc1
0.17 | CCCCCC(=O)Nc1cccc(C2=NOC3(C2)C[C@H](C(N)=O)N(C(=O)CC)C3)c1 (stereo partly drawn)
1.2 | C1=C(CCNc2ncnc3c2cnn3-c2ccccc2)CCCC1
-0.05 | CC1(C)c2[nH]c3ccccc3c2C[C@H]2C(=O)N(Cc3ccccc3F)C(=O)N21
0.61 | O=C1CN2Cc3c(ccc(Cl)c3Cl)N=C2N1
0.68 | Clc1ccc(C2=NOC(c3nnc(-c4ccccc4)o3)C2)cc1 (stereo not drawn)
0.096 | CCCCN1CC[C@H]2C=CC[C@@H](C(=O)Nc3nccs3)[C@H]2C1=O
-0.48 | COCCNC(=O)C1CC2Cn3c(nc4ccccc43)C2N1C (stereo not drawn)
-1.6 | C/C=C/C=C/[C@H]1Cc2cc(O)cc(O)c2O1
-1 | COC(C[C@@H]1O[C@H]1[C@@H](O)[C@@H](C)OCc1ccccc1)OC
-0.054 | COC(=O)C1=C[C@@H](C(=O)OC)[C@@H]2C3=C(C(=O)[C@@]2(C)NC(=O)c2ccccc2)[C@H](C)n2c(=O)n(C)c(=O)n2[C@@H]3C1
-0.47 | CCn1nnnc1-c1ccc(OC)c(S(=O)(=O)NCCc2ccccc2)c1
-0.28 | CC(Cc1ccccc1)C(=O)N(C)Cc1ccccc1 (stereo not drawn)
0.3 | C[N+](C)(C)C(Cc1c[nH]c2ccccc12)C(=O)[O-] (stereo not drawn)
-0.23 | O=C(O)C(O)Cc1c[nH]c2ccccc12 (stereo not drawn)
2.1 | C=CCC12C=C(OC)C(=O)OC(OC)(C1O)[C@H](c1ccc3c(c1)OCO3)[C@H]2C (stereo partly drawn)
-0.49 | COc1ccc(C2/C=C\CN(S(=O)(=O)c3ccc(C)cc3)CC(=O)N2Cc2ccc(F)cc2)cc1 (stereo not drawn)
-0.97 | COc1cc(OC)c(OC)cc1C#N
0.63 | CC#CCc1cc2ccccc2c(=O)o1
-1.8 | CCCCCCCCN1[C@@H](CC(=O)OCC)c2ccc(C(F)(F)F)cc2S1(=O)=O
-1.3 | CCO[C@H]1OC(C(=O)O)=C[C@@H](C2CCCCC2)[C@@H]1CCCO
-0.92 | O=C1CCN(S(=O)(=O)c2ccccc2)CCN1CCOCc1cccc(F)c1
1.2 | COc1ccc(Nc2nc(C)cc(-c3cc(-c4ccccc4)on3)n2)cc1
1.4 | O=C(NCc1ccccc1)C1Nc2ccc(OC(F)(F)F)cc2C2C=CCC12 (stereo not drawn)
-0.4 | O=C(NCCc1ccccc1)C1CCC(CNc2c(N3CCCCC3)c(=O)c2=O)CC1 (stereo not drawn)
-0.69 | O=C1N[C@@H](Cc2cn(S(=O)(=O)c3ccc([N+](=O)[O-])cc3)c3ccccc23)C(=O)N[C@H]1Cc1ccccc1

Molecules above that have a thiophene ring, fused or not, in the order listed:
DAT uptake mod | Structure
0.27 | Cc1nn(-c2ccccc2)c2sc(C(=O)n3cccn3)cc12
1.2 | CCOC(=O)c1sc2nc(-c3ccco3)c3c(c2c1N)CC(C)(C)OC3
-0.53 | CC1(OC(=O)CCc2ccccc2)C(=O)C=C2C=C(c3ccsc3)OC=C2C1=O (stereo not drawn)
1.1 | O=C(C1=C[C@@H](c2csc3ccccc23)C[C@@H](OCc2ccc(CO)cc2)O1)N1CCOCC1

Following part.
DAT uptake mod | Structure
-0.15 | COc1ccc(CC(=O)O)cc1O
0.54 | NCCCC[C@H]1CNC(=S)N1CCCCC1CCCCC1
-0.24 | CC(C)CC1(C(=O)NCc2ccccn2)C=CCN1C(=O)c1ccccc1 (stereo not drawn)
0.34 | Cc1nc(C(=O)NC2CC2)sc1C1(C)CC(c2ccccc2)=NO1 (stereo not drawn)
1.5 | O=C(O)CCNC(=O)c1ccccc1
-0.39 | C[C@@H](C(=O)Nc1ccc2ccccc2c1)[C@@H]1C[C@@]1(C)[C@@H](N)c1ccccc1
-0.35 | C=CCOC(=O)C1=C[C@H](c2cn(C(C)=O)c3ccccc23)C[C@H](OCc2ccc(CO)cc2)O1
-0.86 | CCN(CC)CCCN1C=C2C(=O)C(C)(OC(=O)CCc3ccccc3)C(=O)C=C2C=C1c1ccc(C#N)cc1 (stereo not drawn)
0.34 | COc1ccc(Nc2nc(NCCO)nc(N3CCCC3)n2)cc1
-0.4 | CCN(c1nc(N)c(C(=O)N=C(N)N)nc1Cl)C(C)C
0.21 | CCn1c2ccccc2c2cc(NC(=O)C3CCN(S(=O)(=O)c4cccs4)CC3)ccc21
-0.11 | COC(=O)[C@@H]1C[C@@]2(O)[C@@H](O)[C@@H](O)[C@@H](O)C[C@H]2N1Cc1cc(OC)cc(OC)c1
0.28 | O=C(O)C(c1ccccc1)c1ccccc1
0.11 | COc1cccc(-n2nnc3c(=O)n(Cc4cccc(C)c4)cnc32)c1
0.069 | COC(C[C@H](O)C[C@@H](O)[C@H](C)OCc1ccccc1)OC
-1.9 | O=C(NCCCn1ccnc1)C(=O)NCC1OCCN1S(=O)(=O)c1ccc(Cl)cc1 (stereo not drawn)
